Screens as filed in PubChem BioAssay.
Bfl-1 displacement: Bfl-1 inhibitors, primary screen, biochemical, fluorescence polarization, FITC-Bid, mouse (AID 432); FITC-Bid BH3 peptide fluorescence polarization displacement; higher % means a stronger effect; Bcl-2-related protein A1 (Mus musculus); displacement, % at 20 µM, or IC50 in µM where a hit was titrated; hit rate 0.02% among 64,000; in the data active means a potency from the dose series; inactive means the rest, 99 in 100 with displacement below about 15%; further: strong numbers were not always called active
HPDE-C7K KRASV12: cytotoxicity in KRAS-transformed pancreatic duct cells, primary screen, cell-based, fluorescence, HTS (AID 431); HPDE-C7K KRASV12 cells, Alamar Blue viability, 48 h; higher % means a stronger effect; cytotoxicity, % at 10 µM; hits with a dose series show EC50 in µM; hit rate 1.7% among 63,000;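 active means compounds whose percent cytotoxicity in the single-dose primary screen, scaled between solvent and toxic-drug controls, exceeds 50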;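 further: 0% = DMSO solvent wells and 100% = doxorubicin-treated wells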
HPDE-C7 cytotoxicity: cytotoxicity in HPDE-C7 cells, cell-based, fluorescence, HTS (AID 430); HPDE-C7 pancreatic duct cells viability, fluorescence; higher % means a stronger effect; cytotoxicity, % at 10 µM, or EC50 in µM where a hit was titrated; hit rate 1.8% among 63,000;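 further: cells exposed to compound for 48 hours before viability readout; 0% = vehicle and 100% = reference cytotoxic drug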
Spn PMK inh: S. pneumoniae PMK inhibitors, primary screen, biochemical, mevalonate pathway, pilot trial included | purified PMK, PK/LDH-coupled NADH absorbance 340 nm | AID 539, 2006 | phosphomevalonate kinase (Streptococcus pneumoniae D39) | hit rate 0.49% among 65,000 | inhibition, % at 10 µM;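 active means top-ranked compounds by inhibition in the single 10 µM screen, taking a fixed number of the strongest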;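 further: 0% = full reaction with DMSO carrier and 100% = background rate without enzyme reaction; no value below 0 was filed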
LYP inhibition: LYP phosphatase inhibitors, primary screen, biochemical, DiFMUP fluorescence, recombinant catalytic domain, 10 µM (AID 606); Tyrosine-protein phosphatase non-receptor type 22 (Homo sapiens); recombinant LYP catalytic domain, DiFMUP fluorescence; higher % means a stronger effect; inhibition, % at 10 µM, or IC50 in µM where a hit was titrated; 52,000 tested, under 10 active;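 active means IC50 under 40 µM in the dose-response test; inactive means IC50 of 40 µM or more, or never dose-tested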
Alkaline phosphatase: human TNAP enzyme inhibitors, biochemical, luminescent (AID 518); Alkaline phosphatase, tissue-nonspecific isozyme (Homo sapiens); purified TNAP enzyme, luminescent substrate readout; higher % means a stronger effect; inhibition, % at 20 µM, or IC50 in µM where a hit was titrated; hit rate 0.09% among 64,000; in the data active means a potency from the dose series; inactive means the rest, 99 in 100 with inhibition below about 22%;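 further: plate controls were vehicle for no effect and reference inhibitor for full effect; many of its hits are not listed in these tables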
HT1080 viability: cytotoxicity in HT1080 fibrosarcoma cells, cell-based, fluorescence readout (AID 620); hit rate 0.42% among 87,000; HT1080 viability, fluorescence; higher % means a stronger effect; cytotoxicity, % at 10 µM; hits with a dose series show EC50 in µM;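 further: cells exposed to compound overnight then 4 h with Alamar Blue; 0% = vehicle DMSO and 100% = killing control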
MK inhibit: S. pneumoniae MK inhibitors, primary screen, biochemical, PK/LDH-coupled NADH absorbance; mevalonate kinase [Streptococcus pneumoniae D39]; purified MK, PK/LDH-coupled NADH absorbance 340 nm; inhibition, % at 10 µM; hit rate 0.48% among 65,000;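 active means ranked among the strongest by inhibition in the single 10 µM screen, a fixed top-ranked set picked for dose follow-up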; further: no value below 0 was filed
DPM-DC inhibit: S. pneumoniae DPM-DC inhibitors, primary screen, biochemical, PK/LDH-coupled NADH fluorescence. purified DPM-DC. diphosphomevalonate decarboxylase (Streptococcus pneumoniae D39). calls only at 10 µM. hit rate 0.49% among 65,000;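 active means the 320 compounds with the highest percent inhibition in the single-dose primary screen, excluding strongly autofluorescent ones, cut at about 32% in these data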;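 further: kinetic rate of NADH fluorescence loss reporting ADP formed by the decarboxylase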
Spn PMK inh pilot replicates: recorded beside Spn PMK inh, whose call it bears; inhibition, %; measured here: pilot screen replicates
MK inhibit pilot replicates: second read-out of MK inhibit, no call of its own (marks repeat the call); inhibition, %; measured here: pilot screen replicates
DPM-DC inhibit pilot screen %: recorded beside DPM-DC inhibit, whose call it bears; inhibition, %; measured here: pilot screen trials
Numbers without * were called inactive; i = inactive; / = not tested or not shown. Unless noted, no stated cut-off is given here; in the data, active means cytotoxicity above about 50%; inactive means the rest.

SMILES	Bfl-1 displacement	HPDE-C7K KRASV12	HPDE-C7 cytotoxicity	Spn PMK inh	LYP inhibition	Alkaline phosphatase	HT1080 viability	MK inhibit	DPM-DC inhibit	others
Cc1ccc2c(c1)CCCN2C(=O)C1CCCO1 (stereo not given)	-7%	-16%	-12%	7	/	11%	-4%	5	i	Spn PMK inh pilot replicates=4.5;MK inhibit pilot replicates=0.0;DPM-DC inhibit pilot screen %=2.0
CCCC(c1nnnn1CCc1ccccc1)N1CCN(C2CCCC2)CC1 (stereo not given)	-1%	16%	8%	12	1%	12%	39%	0	i
CC(C)(C)n1cnc2cc(NS(=O)(=O)c3ccc(Br)cc3)ccc21	0%	19%	4%	6	6%	17%	-14%	0	i	Spn PMK inh pilot replicates=6.0;MK inhibit pilot replicates=0.5;DPM-DC inhibit pilot screen %=0.0
COc1cccc(CN2C(=O)C3(C(C#N)=C(N)OC4=C3C(=O)CCC4)c3ccccc32)c1 (stereo not given)	-1%	23%	10%	0	9%	12%	4%	0	i	Spn PMK inh pilot replicates=7.0;MK inhibit pilot replicates=0.0;DPM-DC inhibit pilot screen %=0.0
CCN1CCN(C(=O)c2cnn3c(C(F)F)cc(-c4ccc(C)cc4)nc23)CC1	-2%	4%	-6%	9	/	11%	-7%	9	i
CC1CCC(NS(=O)(=O)c2ccc3c(c2)n(C)c(=O)c(=O)n3C)CC1 (stereo not given)	-3%	6%	-6%	11	10%	6%	-5%	12	i
CN1C(=O)NC(c2ccc(O)cc2)C(C(=O)c2cccs2)C1(O)C(F)(F)F (stereo not given)	-5%	10%	4%	13	/	18%	5%	0	i
O=C1CCC(=O)N1c1cccc(-c2nc3ccccc3o2)c1	-3%	2%	0%	17	8%	6%	-7%	6	i
CN1CCc2c(sc3c2C(=O)NC(c2cccc(OC(=O)c4cccs4)c2)N3)C1 (stereo not given)	22%	-3%	-1%	5	/	21%	/	4	i	Spn PMK inh pilot replicates=2.0;MK inhibit pilot replicates=1.5;DPM-DC inhibit pilot screen %=0.5
COc1ccc(C(=O)c2coc3ccc(O)c(CN4CCOCC4)c23)cc1	-2%	-8%	0%	1	7%	-13%	0%	6	i
COc1ccccc1NC(=O)C1CC(=O)OC1c1ccccc1 (stereo not given)	-4%	6%	8%	7	/	6%	6%	4	i
Cc1ccccc1-c1nc(CN2CCC(C(=O)N3CCN(c4ccccn4)CC3)CC2)c(C)o1	-2%	12%	18%	9	4%	0%	-4%	9	i
CCN(CC)c1ncccc1C(=O)NCc1cccs1	0%	-17%	-20%	8	8%	2%	2%	12	i
CCC1CCCCN1CCn1c(=S)[nH]c2cc(OC)c(OC)cc2c1=O (stereo not given)	2%	8%	4%	15	3%	11%	2%	7	i
Cc1ccc2c(c1)N(CC(=O)NC1CCC(C)CC1)C(=O)CO2 (stereo not given)	-2%	-2%	-10%	7	-3%	3%	-1%	0	i
CC(=O)Nc1c(O)nc(SCC(=O)Nc2nnc(CC(C)C)s2)[nH]c1=O	-5%	4%	-15%	5	/	4%	16%	7	i	Spn PMK inh pilot replicates=1.0;MK inhibit pilot replicates=3.5;DPM-DC inhibit pilot screen %=0.0
CC(=O)N1CCN(CC(=O)Nc2c(Cl)cc(Cl)cc2Cl)CC1	5%	-6%	0%	0	8%	8%	-6%	6	i
COc1ccc(Br)cc1C(=O)NCc1cccnc1	3%	16%	6%	2	11%	7%	12%	8	i
CN(C)CCn1c(C(=O)Nc2ccccc2)cc2ccccc21	-6%	11%	0%	13	5%	10%	-4%	4	i
Cc1ccc(Cn2c(SCCN3CCOCC3)nc3c2c(=O)n(C)c(=O)n3C)cc1	-4%	4%	-3%	0	7%	8%	1%	10	i

The last two compounds of the part before are carried over, then new ones follow:
SMILES	Bfl-1 displacement	HPDE-C7K KRASV12	HPDE-C7 cytotoxicity	Spn PMK inh	LYP inhibition	Alkaline phosphatase	HT1080 viability	MK inhibit	DPM-DC inhibit	others
CN(C)CCn1c(C(=O)Nc2ccccc2)cc2ccccc21	-6%	11%	0%	13	5%	10%	-4%	4	i
Cc1ccc(Cn2c(SCCN3CCOCC3)nc3c2c(=O)n(C)c(=O)n3C)cc1	-4%	4%	-3%	0	7%	8%	1%	10	i
CCc1ccc(N(CC(=O)NC)S(C)(=O)=O)cc1	-3%	-14%	-8%	3	0%	0%	-4%	3	i
O=C(CN1CCN(S(=O)(=O)c2ccc(F)cc2)CC1)Nc1ccc2c(c1)OCO2	1%	1%	-5%	12	4%	-8%	3%	0	i
CCOC(=O)c1cc(-c2ccccc2)n(CC(=O)O)c1C	-7%	-8%	2%	17	8%	9%	2%	7	i
Cc1noc(NS(=O)(=O)c2ccc(NC(=O)CCn3c(=O)oc4ccccc43)cc2)c1C	3%	3%	-4%	2	11%	6%	4%	0	i
Cc1c(C(=O)O)nnn1-c1ccccc1	-2%	-4%	-2%	10	3%	14%	18%	4	i
COc1cccc(C(=O)Nc2nnc(C(C)C)s2)c1	-8%	/	/	11	-10%	6%	37%	2	i
O=C(Nc1c(C(=O)Nc2ccc3c(c2)OCCO3)cnn1-c1ccccc1Cl)c1ccco1	0%	9%	10%	0	9%	0%	-2%	3	i
COc1ccc(C(CC(=O)O)NC(=O)c2ccco2)cc1OC (stereo not given)	-8%	2%	-6%	5	/	7%	16%	11	i
CC1CN(C(c2ccco2)c2sc3ncnn3c2O)CC(C)O1 (stereo not given)	-1%	6%	11%	4	4%	4%	/	13	i
CC(Oc1ccccc1)C(=O)NCc1cccnc1 (stereo not given)	5%	5%	5%	13	-8%	7%	-7%	4	i
N#Cc1nc(COc2ccc(F)cc2)oc1N1CCCC1	1%	-6%	-5%	10	5%	8%	10%	7	i
O=c1c2[nH]c3ccc(Cl)cc3c2ncn1CCN1CCCCC1	-2%	/	/	10	/	7%	-3%	11	i
Cn1c(SCC(=O)Nc2ccccc2F)nnc1-c1cccnc1	-3%	-3%	-12%	3	8%	4%	-10%	3	i
Fc1ccccc1N1CCN(c2nc3ccccc3n3nnnc23)CC1	18%	4%	18%	13	1%	11%	-2%	0	i
CC12CCC(C(=O)Nc3ccccc3N3CCOCC3)(CC1=O)C2(C)C (stereo not given)	0%	-19%	-23%	15	9%	6%	0%	11	i
COc1ccccc1NC(=O)CSc1nnc(C2CCCCC2)n1C	5%	-14%	-14%	4	0%	2%	-2%	11	i
COCCN1CSC(=S)N(Cc2ccco2)C1	1%	18%	51%*	6	/	8%	8%	0	i
CC(=O)Nc1ccc(S(=O)(=O)Nc2ncccn2)cc1	3%	5%	5%	25	13%	7%	-8%	0	i
Cc1[nH]c(=O)[nH]c(=O)c1NS(=O)(=O)c1ccc2c(c1)CCCC2	0%	6%	10%	0	3%	14%	1%	0	i
COCCN1CC(O)=C(c2nc3ccccc3c(=O)[nH]2)C1=N	9%	7%	6%	0	3%	17%	6%	8	/
CCN(CC)C(=O)C1CCCN(C/C=C/c2ccccc2)C1 (stereo not given)	2%	4%	-3%	14	/	13%	-3%	47*	i
CCNC(=O)COC(=O)COc1ccc(Cl)cc1C	-4%	-16%	4%	19	9%	8%	6%	0	i
O=[N+]([O-])c1cccc2cn[nH]c12	0%	-5%	12%	0	/	15%	-12%	7	i	Spn PMK inh pilot replicates=1.0;MK inhibit pilot replicates=0.0;DPM-DC inhibit pilot screen %=0.5
COc1ccccc1NC(=O)CSc1nnc(CNC(=O)COc2ccc(Cl)cc2)o1	6%	6%	-9%	10	18%	4%	6%	0	i
Cc1cccc(C(C)C)c1NC(=O)c1cccnc1	-3%	-13%	3%	6	13%	10%	4%	0	i
O=C(CSc1nnc(-c2cccs2)o1)N1CCOCC1	1%	-11%	-10%	9	5%	6%	14%	3	i	Spn PMK inh pilot replicates=5.5;MK inhibit pilot replicates=0.0;DPM-DC inhibit pilot screen %=2.0
O=C(NCc1nc(-c2ccccc2)no1)c1ccc2c(c1)OCO2	-3%	-30%	-8%	0	1%	-1%	4%	9	i
Cc1ccc(OCC(=O)N2CCN(C(=O)c3cccs3)CC2)cc1	-2%	10%	7%	0	4%	8%	-10%	6	i
CC1CCCCC1NC(=O)CSc1nncs1 (stereo not given)	5%	-3%	0%	18	8%	16%	-1%	0	i
Cn1c(SCC(=O)Nc2ccc3c(c2)OCCO3)nnc1-c1ccco1	-10%	10%	10%	9	7%	10%	-23%	0	i
O=C(CSc1ncnc2c1nnn2Cc1ccccc1F)N1CCN(c2ccccc2)CC1	2%	6%	24%	0	0%	11%	12%	7	i
CCOC(=O)N1CCC(NC(=O)c2ccc3nc(N4CCOCC4)sc3c2)CC1	-3%	-14%	-24%	13	12%	11%	5%	3	i	Spn PMK inh pilot replicates=1.0;MK inhibit pilot replicates=0.0;DPM-DC inhibit pilot screen %=0.0
O=C(c1cc2cc(Br)ccc2oc1=O)N1CCN(c2ccccn2)CC1	-8%	-9%	-4%	0	5%	10%	-12%	1	i
Cc1cnc(C(=O)OCC(=O)N2c3ccccc3NC(=O)C2(C)C)cn1	4%	-1%	-4%	16	11%	4%	0%	4	i
CC(=NCCc1ccccc1)C1=C(O)CSC1=O	-2%	2%	2%	0	4%	5%	-5%	8	i
COc1cccc(OC)c1C(=O)N1CCN(c2c(Cc3ccccc3)c(C)nc3ncnn23)CC1	2%	9%	-3%	14	13%	6%	-11%	8	i
O=C(O)c1ccc(CN2CCCCC2)o1	-1%	/	/	6	-3%	6%	-2%	10	i
Cc1cc(C)nc(SCC(=O)Oc2ccc3oc(=O)cc(C)c3c2)n1	0%	4%	-1%	12	/	11%	2%	9	i
CCOC(=O)c1cc2c(=O)n3cccc(C)c3nc2n(Cc2ccco2)c1=NC(=O)c1cccnc1	8%	12%	6%	11	12%	18%	8%	4	i	Spn PMK inh pilot replicates=7.0;MK inhibit pilot replicates=0.0;DPM-DC inhibit pilot screen %=16
CCOc1ccc(C(=O)CN2CCN(S(=O)(=O)c3ccc(OC)cc3)CC2)cc1	-7%	-10%	-13%	5	3%	10%	14%	6	i	Spn PMK inh pilot replicates=3.5;MK inhibit pilot replicates=0.0;DPM-DC inhibit pilot screen %=0.0
CCOCCc1nnc(NC(=O)CN2C(=O)c3ccccc3C2=O)s1	2%	-13%	-11%	2	1%	0%	-3%	1	i
CCc1cccc(NS(=O)(=O)c2ccc3c(c2)oc(=O)n3C)c1	3%	11%	-6%	5	3%	0%	-7%	8	i
CCc1nc2sc3ccccc3c(=O)c2c(=O)n1Cc1ccco1	0%	-13%	-28%	10	8%	16%	-14%	16	i	Spn PMK inh pilot replicates=5.5;MK inhibit pilot replicates=2.0;DPM-DC inhibit pilot screen %=2.0
O=C(Cc1coc2ccc3ccccc3c12)N1CCN(c2ncccn2)CC1	-6%	1%	6%	16	6%	6%	4%	1	i
